Assay outcomes (PubChem BioAssay)
ssDAF12 agonist: activates DAF-12 receptor from parasite S. stercoralis. HEK293 ssDAF-12/GRIP1 lit1-tk-luc reporter, luminescence; % of 3 µM dafachronic acid response. AID 652126. 370,000 compounds, 1% hits. activation, % at 6.8 µM;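 active means activation above the mean over all tested compounds plus 3 SD, cut at about 0.9% in these data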;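 further: 0% = DMSO-only wells and 100% = 3 µM delta7-dafachronic acid wells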
hcDAF12 agonist: activates DAF-12 receptor from parasite H. contortus; 370,000 compounds, 1.4% hits; activation, % at 6.8 µM; AID 652067; HEK293 hcDAF-12 lit1-tk-luc reporter, luminescence; 0% DMSO, 100% Δ7-dafachronic acid;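 active means activation above the mean of all tested compounds plus 3 SD, cut at about 5.5% in these data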;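 further: 100% = response to 3 µM Δ7-dafachronic acid high control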
DAX1 inh-1: inhibits human nuclear receptor DAX1; HEK293 Gal4-DAX1 luciferase reporter, luminescence; inhibition, % at 6.75 µM; 340,000 compounds, 0.99% hits; AID 504766; P51843;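 active means inhibition above the mean over all tested compounds plus 3 SD, cut at about 4.2% in these data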;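 further: 0% = DAX1-transfected cells with DMSO and 100% = empty-vector control cells with DMSO; inhibition shows as a rise in luminescence from relieved DAX1 repression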
GAA850 FXN act: increases GAA850 frataxin promoter reporter activity; HEK293 lucGAA850 FXN promoter luciferase reporter, 24 h; percent of 10 µM SAHA response; activation, % at 6 µM; 360,000 compounds, 0.56% hits;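 active means activation above the average of all compounds screened plus 3 SD, cutoff fixed separately per campaign, cut at about 7.5% in these data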;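 further: 0% = DMSO wells and 100% = 10 µM SAHA wells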
hgDAF-12 ag: activates the H. glycines DAF-12 receptor ligand-binding domain; 370,000 compounds, 1.8% hits; HEK293 GAL4-hgDAF12 UAS-luciferase reporter, agonist luminescence; normalized to butyrate control; activation, % at 6.8 µM; AID 687014;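 active means activation above a cutoff set at the mean of all screened compounds plus 3 SD, cut at about 10% in these data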;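 further: 0% = DMSO wells and 100% = sodium butyrate wells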
SMARCA2 act: activators of SMARCA2 function | MG213 cells, MMTV-luciferase reporter, dexamethasone, overnight | activation, % at 9.1 µM | 370,000 compounds, 1% hits | AID 652017; in the data active means activation above about 7.8%;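 further: 0% = vehicle wells and 100% = reference activator wells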
DAX1 inh-2: blocks DAX1 repression of SF-1 activated StAR promoter; 370,000 compounds, 1.1% hits; HEK293T StAR-luciferase reporter, SF-1/DAX-1 repression relief; inhibition, % at 6.8 µM; AID 652010;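 active means inhibition above the mean over all tested compounds plus 3 SD, cut at about 3.6% in these data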;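 further: 0% = DAX-1 cells with DMSO and 100% = cells lacking DAX-1 with DMSO; higher inhibition means more luminescence from relief of DAX-1 repression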
Rev-erbA mod: Rev-erb alpha (human) modulation; Rev-erbα–FITC-DNA binding, fluorescence polarization, 90 min; 370,000 compounds, 0.79% hits; AID 1259318; activity, % at 10 µM;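 active means activity above about 14%, limit read from the data; passing the limit was not always enough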;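 further: 0% = DMSO wells with 35 nM protein and 100% = DMSO wells with 750 nM protein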
Target sequence (P20393 whole entry, looked up): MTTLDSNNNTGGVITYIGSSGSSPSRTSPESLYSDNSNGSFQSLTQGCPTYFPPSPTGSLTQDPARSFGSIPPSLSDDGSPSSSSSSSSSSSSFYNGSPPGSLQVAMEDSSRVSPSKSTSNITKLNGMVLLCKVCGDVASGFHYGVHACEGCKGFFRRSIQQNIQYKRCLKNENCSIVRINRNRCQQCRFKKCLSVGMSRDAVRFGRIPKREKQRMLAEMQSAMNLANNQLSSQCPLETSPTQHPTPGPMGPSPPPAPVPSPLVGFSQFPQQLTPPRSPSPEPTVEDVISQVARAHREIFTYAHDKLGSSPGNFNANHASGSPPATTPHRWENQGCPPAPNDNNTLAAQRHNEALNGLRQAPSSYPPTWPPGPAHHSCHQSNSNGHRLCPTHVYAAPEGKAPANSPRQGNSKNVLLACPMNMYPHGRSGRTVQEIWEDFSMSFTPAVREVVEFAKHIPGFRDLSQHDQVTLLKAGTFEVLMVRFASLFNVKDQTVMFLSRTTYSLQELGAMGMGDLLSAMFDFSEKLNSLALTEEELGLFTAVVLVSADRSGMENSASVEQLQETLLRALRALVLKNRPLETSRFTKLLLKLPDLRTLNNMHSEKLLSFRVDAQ
HGIII-sPLA2 inh: Inhibits HGIII-sPLA2 liposome hydrolysis, primary screen; Q9NZ20; QFRET BODIPY PC-A2 liposome hydrolysis, fluorescence; inhibition, % at 12.2 µM; 370,000 compounds, 0.56% hits;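 active means inhibition above mean plus 3 SD of compounds lying within the high and low control bounds, cut at about 19% in these data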;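 further: 0% = median of test compound wells and 100% = no enzyme DMSO wells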
Target sequence (Q9NZ20 whole entry, looked up): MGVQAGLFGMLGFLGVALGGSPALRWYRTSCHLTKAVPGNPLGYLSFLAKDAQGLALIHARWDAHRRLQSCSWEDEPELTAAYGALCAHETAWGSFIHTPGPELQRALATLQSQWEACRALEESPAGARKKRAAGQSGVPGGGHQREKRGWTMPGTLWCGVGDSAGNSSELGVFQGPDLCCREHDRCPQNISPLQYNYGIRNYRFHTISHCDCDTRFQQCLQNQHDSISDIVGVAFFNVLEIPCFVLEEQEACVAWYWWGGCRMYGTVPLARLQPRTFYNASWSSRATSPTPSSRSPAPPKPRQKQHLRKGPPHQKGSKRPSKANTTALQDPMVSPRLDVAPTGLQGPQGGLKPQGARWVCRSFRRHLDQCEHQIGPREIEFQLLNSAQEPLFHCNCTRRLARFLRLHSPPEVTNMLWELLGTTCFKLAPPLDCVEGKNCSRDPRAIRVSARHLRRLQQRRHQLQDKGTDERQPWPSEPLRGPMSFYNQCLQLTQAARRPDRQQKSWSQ
PLCb3 inh: PLC-beta3 (human) inhibition, primary screen. Purified PLC-beta3, fluorogenic substrate, fluorescence. inhibition, % at 12.2 µM. 370,000 compounds, 0.18% hits; in the data active means inhibition above about 11%;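 further: 0% = median of compound wells on plate and 100% = full blocker control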
PG9 binder: small molecules binding HIV-1 gp120 antibody PG9 | TR-FRET gp120-PG9 antibody binding | AID 624416 | inhibition, % at 6.7 µM | 360,000 compounds, 0.43% hits; in the data active means inhibition above about 8.5%
An asterisk follows results filed as active; / = not tested or not shown. Compounds as they come; any-hit rate near 7%.

SMILES	ssDAF12 agonist	hcDAF12 agonist	DAX1 inh-1	GAA850 FXN act	hgDAF-12 ag	SMARCA2 act	DAX1 inh-2	Rev-erbA mod	HGIII-sPLA2 inh	PLCb3 inh	PG9 binder
CCC(C(=O)OCC(=O)Nc1ccc(C(N)=O)cc1)c1ccccc1 (stereo not given)	-2.1	-0.1	0.8	2.5	0.9	0	0.1	-2	-5	1	-1.3
Cc1nn(C(C)(C)C)c(OC(=O)c2cccs2)c1S(=O)(=O)c1ccccc1	-0.7	-1.2	-1.3	-0.3	0.0	-1	-0.8	-1	4	2	0.5
COc1ccc(CCNC(=O)C2CCCN2S(=O)(=O)c2ccc(F)cc2)cc1OC (stereo not given)	-0.6	-0.5	-1.3	3.2	-0.5	-5	0.8	5	-2	-6	0.6
C[C@@H]1CCC[C@@]2(O[C@H](CCO)C[C@H](O)[C@H]2O)O1	-1.0	-0.1	1.3	0.9	-1.9	1	0.3	4	8	8	-0.3
Cc1cc2c(cc1S(=O)(=O)N1CCN(c3ccccc3)CC1)OCC(=O)N2	-1.2	0.7	0.7	0.2	4.0	-2	-1.2	8	-3	-1	-1.5
O=C(CNC(=O)c1ccc2c(c1)OCCO2)N/N=C/c1cccc(Br)c1	-0.4	-2.4	-1.4	0.0	1.9	-1	-0.3	4	-8	0	-2.4
COc1ccc(S(=O)(=O)N2CCOCC2)cc1C(=O)N1CCCCC1	-1.2	-1.0	-0.2	1.1	-1.4	-2	-0.6	-4	4	-4	-2.1
Cc1ccc(-c2n[nH]c(=O)c3ccccc23)c(C)c1	-1.0	-3.3	-1.1	0.4	-4.5	0	-1.1	2	-8	-3	-0.4
O=C(NCCCNCCCNC(=O)c1ccc(/C=N/O)nc1)c1ccc(/C=N/O)nc1	0.4	2.7	2.5	1.5	1.6	-1	-0.5	-3	-7	-9	-1.9
COc1ccc(CCNC(=O)COC(=O)C2COc3ccccc3O2)cc1 (stereo not given)	-0.2	-0.8	1.2	-0.6	-1.3	0	0.2	0	5	-6	0.0
O=C(c1ccc(Br)cc1)c1sc(N2CCOCC2)nc1-c1ccccc1	-1.8	0.0	-0.6	0.4	-0.3	0	-0.3	7	2	-1	2.4
Cc1ccc(-n2ccnc2SCC(=O)N(CC(C)C)C2CCS(=O)(=O)C2)c(C)c1 (stereo not given)	-1.6	-2.2	-0.9	-2.4	-1.1	3	-0.1	3	-1	1	-1.3
COc1ccc2cc(C(=O)Nc3ccc(S(N)(=O)=O)cc3)sc(=O)c2c1OC	-0.7	-1.8	-0.3	0.5	0.6	-3	-0.5	26*	-1	-42	0.5
Cc1nc(/C(N)=N/OC(=O)Cc2ccccc2)no1	0.3	-0.3	0.5	0.3	6.8	0	-0.3	2	2	4	-0.7
CN1CCN(c2cccc3c2S(=O)(=O)N[C@H](Cc2ccccc2)CO3)CC1	-1.2	0.0	/	/	-0.2	3	0.9	8	-14	4	2.1
Cc1ccc(Cn2cccc2/C=N/NC(=S)Nc2ccc(C)cc2)cc1	-1.9	0.9	0.1	2.0	1.6	1	-0.2	7	-9	-6	-1.2
O=C(c1c[nH]c2ccc(S(=O)(=O)N3CCC4(CC3)OCCO4)cc2c1=O)N1CCOCC1	-0.4	-1.6	2.0	1.2	-2.4	0	1.5	0	-2	-7	2.0
CC(C)CCC(CCN1CCOCC1)c1ccc2c(c1)OCO2 (stereo not given)	-1.1	-1.6	0.3	2.9	-2.1	-2	-1.2	1	-2	4	-0.1
Cc1ccc(C)c(C(=O)Nc2c(C(N)=O)oc3ccccc23)c1	-0.9	1.9	-0.2	2.5	2.1	7	-0.3	-3	-5	7	-2.0
COc1ccc(OCCNS(=O)(=O)Cc2ccccc2)cc1	0.6	-2.6	-1.4	-1.2	1.0	-1	-0.5	-5	-4	6	-0.5
Cc1nn(C(C)C(=O)NCCc2ccccc2)c(=O)c2cc3occc3n12 (stereo not given)	-1.4	-2.1	0.3	-0.5	-1.4	4	0.1	4	-2	-11	-1.4
Cc1ccc(-n2[nH]c(C)c(C=Nc3ccc4[nH]c(=O)[nH]c4c3)c2=O)cc1	-1.5	-0.7	-2.1	1.5	-0.7	-2	0.5	1	-2	-5	-0.3
NC(=O)CN1C(=O)C(=O)N(Cc2cccc(Cl)c2)C1=O	-0.3	1.9	-1.5	1.9	0.6	7	0.8	-1	-4	-2	-1.0
COc1ccc(CNS(=O)(=O)c2cc(Br)ccc2Br)c(OC)c1	-0.5	-0.5	/	/	-1.2	0	0.5	1	-14	-1	-0.2
Nc1nc(-c2ccccc2)c(C(=O)Nc2ccccc2)s1	-0.9	-1.0	3.2	0.9	1.4	-2	-0.6	-2	-3	-9	-0.5

(continued)
SMILES	ssDAF12 agonist	hcDAF12 agonist	DAX1 inh-1	GAA850 FXN act	hgDAF-12 ag	SMARCA2 act	DAX1 inh-2	Rev-erbA mod	HGIII-sPLA2 inh	PLCb3 inh	PG9 binder
COC(=O)c1cn(CC(=O)NC2CCCCCC2)c2ccccc12	-1.7	-0.3	0.4	2.4	2.1	1	-0.1	-6	-1	2	-0.6
CC(C)(C)c1ccc(OCc2ccc(C(=O)N/N=C3\CC4CC=CC34)cc2)cc1 (stereo not given)	-1.6	-2.0	-0.8	-2.5	0.3	-4	0.0	-8	-5	1	-0.8
CCc1nc(Nc2ccc(NC(C)=O)cc2)c2oc3ccccc3c2n1	-1.9	-5.0	0.3	1.5	-6.4	-1	-0.9	-2	7	-137	-2.1
CC(C)CCNC1=CC(=O)CC(c2ccccc2)C1 (stereo not given)	-1.6	-1.7	1.6	0.3	0.2	-1	-0.3	2	9	-1	-0.1
CCOc1ccc(NC2CCCCC2NS(=O)(=O)c2ccccc2)cc1 (stereo not given)	-1.2	-2.3	0.2	3.4	-0.3	-2	-1.9	9	0	-8	-4.6
Cn1cnc([N+](=O)[O-])c1N=C(N)N	-1.3	-0.4	1.9	-1.0	-0.7	0	0.1	-3	3	5	-1.4
Cc1ccc(N=C2NC(=O)/C(=C\c3ccc(C)s3)S2)cc1	-1.7	-1.1	0.0	0.0	3.2	-1	-0.1	8	1	1	-0.1
Cc1ccc(CNC(=O)CCCNS(=O)(=O)c2cccc3nonc23)cc1	-0.4	-1.1	0.1	-0.5	1.5	-3	-0.8	5	2	2	0.7
O=C(Nc1ccc(OC(F)(F)F)cc1)c1cnccn1	-0.3	1.6	6.4*	2.7	9.2	8.1*	1.3	1	6	0	0.4
O=S(=O)(Nc1cccnc1)c1ccc(Cl)c(C(F)(F)F)c1	-0.6	-1.2	-0.3	-1.8	-2.2	-2	0.2	0	-6	0	-1.7
Cc1c(C(=O)O)sc2nc(SCC(=O)Nc3ccc(S(=O)(=O)NC(C)(C)C)cc3)[nH]c(=O)c12	-0.8	0.8	-0.6	1.6	4.8	5	0.5	-7	-8	-2	-1.4
C=CCn1c(SCC(N)=O)nc2scc(-c3ccc(C)o3)c2c1=O	0.3	5.6*	2.5	8.2*	20*	6	2.7	0	-12	-10	-4.0
c1ccc(C2[C@H]3CN(CC4CCCCC4)[C@H](c4ccccc4)C34CC2(c2ccccc2)C4)cc1 (stereo not given in full)	-0.5	0.4	0.6	-1.2	-0.1	1	1.0	4	7	-1	1.4
C/C(=N/NC(=O)CSc1nc2ccccc2n1C)c1ccncc1	-1.7	-1.0	-0.9	-0.2	1.5	-3	-0.5	-2	-3	-9	1.0
Clc1ccc(-c2c[n+](Cc3ccc(Cl)cc3Cl)c3n2CCCCC3)cc1	-1.7	0.5	1.2	-0.6	-3.1	-5	-1.0	-2	7	6	1.5
COc1ccc(OCCCN(C)Cc2ccccc2)cc1	-1.5	-0.3	2.1	-0.6	1.2	-3	0.2	0	-7	-3	0.9
COc1cccc(NC(=O)COC(=O)C2CC(=O)N(c3ccc(C)cc3)C2)c1 (stereo not given)	-0.6	0.1	0.4	2.0	1.7	-1	1.2	1	5	-7	1.5
COc1c(OC)c2[nH]c(=O)cc3c4ccccc4n(c1=O)c23	-1.2	-0.7	0.6	0.7	-2.8	2	-0.7	-4	6	-59	-4.8
Cc1nn2c(N)c(-c3ccccc3)cnc2c1-c1ccc(Cl)cc1	0.7	3.1	1.4	4.9	14*	5	1.5	10	6	-248	0.2
CCOC(=O)C1CCCN(Cc2nc(N)nc(Nc3ccc(Cl)cc3)n2)C1 (stereo not given)	-1.8	-3.4	-0.1	0.2	-3.4	-2	-2.5	-1	-5	-9	0.0
C=C(C)c1cccc(C(C)(C)NC(=O)N2CCN(c3ccccc3)CC2)c1	-0.9	-0.9	1.4	0.1	0.6	-3	0.4	3	-2	-6	0.7
COc1cccc(C(=O)/C=C/Nc2ccc(S(=O)(=O)Nc3cccc(C(C)=O)c3)cc2)c1	-1.6	-1.6	-2.3	0.3	0.5	0	-2.2	0	-55	-86	-1.4
COc1ccc(CNC(=O)[C@H](C)NC(=O)[C@@H]2Cc3ccccc3CN2)cc1	-0.7	-1.0	0.0	1.9	-1.2	-2	0.3	-4	8	-7	-1.9
Cc1cc2nc(-c3ccc(NC(=O)C(C)C)cc3)oc2cc1C	1.0*	4.8	0.7	8.5*	11*	7	3.7*	2	-12	-58	-2.0
COC1=CC(=O)OC(c2ccc(OC)cc2)C1 (stereo not given)	-0.6	-0.5	0.1	-0.4	-1.7	-3	-1.6	-3	0	2	2.0
CSc1ccc(S(=O)(=O)NCc2ccc(C)cc2)cc1	-0.6	1.2	-0.2	-2.2	0.4	-4	1.0	-3	-21	-4	-2.4
O=C(O)c1nn(-c2ccccc2C(F)(F)F)cc1O	-1.4	-0.9	0.9	-0.8	-3.5	-2	0.0	-1	8	-5	-0.9
O=C(c1ccc(Cl)c(Cl)c1)N1CCC(=O)N([C@H](COCc2ccc(Cl)cc2)Cc2ccccc2)CC1	-1.1	-0.8	/	/	-0.5	-3	-4.2	-3	-14	-2	0.2
CCOc1c2ccc(C(=O)NCC34CC5CC(CC(C5)C3)C4)cc2nn1CC	-1.8	-2.4	0.1	0.6	-0.2	0	-0.1	5	-8	-317	-0.7

Ordered by heavy-atom count (highest first): part of the list above
SMILES	ssDAF12 agonist	hcDAF12 agonist	DAX1 inh-1	GAA850 FXN act	hgDAF-12 ag	SMARCA2 act	DAX1 inh-2	Rev-erbA mod	HGIII-sPLA2 inh	PLCb3 inh	PG9 binder
CCOc1c2ccc(C(=O)NCC34CC5CC(CC(C5)C3)C4)cc2nn1CC	-1.8	-2.4	0.1	0.6	-0.2	0	-0.1	5	-8	-317	-0.7
Cc1ccc(CNC(=O)CCCNS(=O)(=O)c2cccc3nonc23)cc1	-0.4	-1.1	0.1	-0.5	1.5	-3	-0.8	5	2	2	0.7
Cc1nn2c(N)c(-c3ccccc3)cnc2c1-c1ccc(Cl)cc1	0.7	3.1	1.4	4.9	14*	5	1.5	10	6	-248	0.2
Cc1cc2nc(-c3ccc(NC(=O)C(C)C)cc3)oc2cc1C	1.0*	4.8	0.7	8.5*	11*	7	3.7*	2	-12	-58	-2.0
Cc1ccc(N=C2NC(=O)/C(=C\c3ccc(C)s3)S2)cc1	-1.7	-1.1	0.0	0.0	3.2	-1	-0.1	8	1	1	-0.1
Cn1cnc([N+](=O)[O-])c1N=C(N)N	-1.3	-0.4	1.9	-1.0	-0.7	0	0.1	-3	3	5	-1.4
